# SRC3 inh – SRC3 coactivator transcriptional activity inhibitors, primary screen, cell-based, luminescence; HEK293 GAL4-SRC3 luciferase reporter; inhibition, % at 3.6 µM; hit rate 0.17% among 360,000; AID 588352, 2011;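 active = inhibition above a per-campaign cutoff, the mean of all compounds plus 3 SD, cut at about 60% in these data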;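 note: 0% = DMSO-treated cells and 100% = gossypol-treated cells at 36 µM; higher means less SRC3-driven luciferase light from the GAL4 reporter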
# TROY signal inh – inhibitors of TROY-driven NF-kB signaling, primary screen, Q293 LMP1-TROYcd cells, NF-kB luciferase, uHTS; Q293 LMP1-TROYcd NF-kB luciferase reporter, 4 h; inhibition, % at 10 µM; hit rate 0.98% among 360,000; AID 1347056, 2019;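 active = compounds whose plate-normalised and pattern-corrected inhibition of the luciferase reporter signal at the single screening dose is 50% or more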
# TLR9-MyD88 inh – inhibitors of TLR9-MyD88 association in cells, primary screen, cell-based, CHO, BLA complementation, fluorescence; Toll-like receptor 9 (Homo sapiens) + Myeloid differentiation primary response protein …; CCF4 FRET ratio; inhibition, % at 4.98 µM; hit rate 0.21% among 340,000;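 active = inhibition above the mean over all tested compounds plus 3 SD, cut at about 21% in these data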;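 note: 0% = DMSO only wells and 100% = clavulanate BLA inhibitor control wells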
# Exocytosis inh – LAMP-1 surface exposure blockers, TALL-104 cells – cell-based, flow cytometry, MLPCN library, primary screen | TALL-104 LAMP-1 surface exposure; cells stimulated with thapsigargin and PMA | inhibition, % at 10 µM | hit rate 0.66% among 360,000;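 active = inhibition above about 55%, limit read from the data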
# NOD2 RIPK2 PPI – NOD2-RIPK2 binding disruptors in cells, primary screen, fluorescence, CHO cells, BLA complementation; CCF4 ratio; inhibition, % at 4.98 µM; hit rate 0.38% among 360,000; in the data active = inhibition above about 21%;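 note: 0% = vehicle only and 100% = reference blocker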
# Target sequence (O43353 whole entry, looked up): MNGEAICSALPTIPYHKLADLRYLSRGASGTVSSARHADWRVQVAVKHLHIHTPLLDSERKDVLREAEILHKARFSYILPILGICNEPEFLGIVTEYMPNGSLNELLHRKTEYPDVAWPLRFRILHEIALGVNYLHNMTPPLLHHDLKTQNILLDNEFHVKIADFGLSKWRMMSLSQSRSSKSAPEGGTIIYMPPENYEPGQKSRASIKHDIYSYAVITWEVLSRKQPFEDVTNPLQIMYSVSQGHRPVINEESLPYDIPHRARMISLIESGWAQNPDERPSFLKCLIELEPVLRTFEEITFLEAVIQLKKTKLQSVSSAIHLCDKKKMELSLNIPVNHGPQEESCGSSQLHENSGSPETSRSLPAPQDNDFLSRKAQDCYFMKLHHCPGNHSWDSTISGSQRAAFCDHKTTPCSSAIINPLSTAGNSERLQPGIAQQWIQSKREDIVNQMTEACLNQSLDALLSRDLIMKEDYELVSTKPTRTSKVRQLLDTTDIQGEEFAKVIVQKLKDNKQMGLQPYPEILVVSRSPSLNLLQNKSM
# TWEAK-Fn14 inh – inhibitors of TWEAK-Fn14 signaling, primary screen, luciferase reporter cells, uHTS; hit rate 2% among 360,000; inhibition, % at 10 µM; AID 1159606, 2016; TWEAK-stimulated Fn14 reporter cells, luciferase luminescence, 8 h; in the data active = inhibition above about 50%
# NCOA2 inhibitor – inhibition of GAL4-SRC2 driven luciferase reporter, primary screen, SRC2 inhibitor project, cell-based, luminescence | Nuclear receptor coactivator 2 (Homo sapiens), Q15596 | HEK293 GAL4-SRC2 luciferase reporter | inhibition, % at 9 µM | hit rate 0.17% among 370,000;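 active = inhibition above the mean inhibition of all tested compounds plus 3 SD, set per campaign, cut at about 52% in these data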;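 note: 0% = DMSO treated cells and 100% = cells given Gossypol at 36 µM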
# NR2F2 inh – NR2F2 transcriptional activity inhibitors, primary screen, cell-based, luciferase reporter, HEK293T, luminescence. COUP transcription factor 2 (Homo sapiens), P24468. HEK293T NGFI-A luciferase reporter. inhibition, % at 8.6 µM. hit rate 0.7% among 370,000. AID 686940, 2013;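 active = inhibition above a per-plate cutoff, mean inhibition of test wells between control levels plus 3 SD, cut at about 38% in these data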;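 note: cells cotransfected with COUP-TFII expression vector driving the NGFI-A reporter; 0% = median of COUP-TF2 test wells and 100% = reporter-only cells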
# LRH-1 inv ag – LRH-1 (NR5A2) inverse agonists, primary screen, cell-based, luminescence, HEK293T, StAR-luciferase reporter; Nuclear receptor subfamily 5 group A member 2 (Homo sapiens), O00482; LRH-1 transfected, 24 h; inhibition, % at 3.6 µM; hit rate 0.13% among 360,000; AID 602396, 2012;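 active = inhibition above the mean inhibition of all tested compounds plus 3 SD, cut at about 73% in these data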;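 note: 0% = DMSO wells and 100% = reporter-only cells lacking LRH-1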
# Target sequence (O00482 whole entry, looked up): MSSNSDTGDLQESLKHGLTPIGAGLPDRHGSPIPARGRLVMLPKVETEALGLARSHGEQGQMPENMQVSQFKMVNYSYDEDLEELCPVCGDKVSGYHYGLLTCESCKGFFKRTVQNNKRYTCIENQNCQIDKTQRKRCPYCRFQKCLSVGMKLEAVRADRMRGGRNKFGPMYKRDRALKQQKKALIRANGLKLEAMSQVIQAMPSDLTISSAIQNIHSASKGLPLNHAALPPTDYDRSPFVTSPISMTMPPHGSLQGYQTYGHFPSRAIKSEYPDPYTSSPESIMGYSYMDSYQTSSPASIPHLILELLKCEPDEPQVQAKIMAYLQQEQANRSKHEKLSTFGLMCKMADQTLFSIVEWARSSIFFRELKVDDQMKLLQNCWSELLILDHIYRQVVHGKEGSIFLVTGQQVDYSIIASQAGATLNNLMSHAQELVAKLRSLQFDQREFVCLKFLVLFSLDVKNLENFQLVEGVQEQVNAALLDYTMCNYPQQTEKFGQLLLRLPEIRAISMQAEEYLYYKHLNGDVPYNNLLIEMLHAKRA
# SRC1 inh – SRC1 coactivator transcriptional activity inhibitors, primary screen, cell-based, luminescence | hit rate 0.12% among 360,000 | Nuclear receptor coactivator 1 (Homo sapiens), Q15788 | HEK293 GAL4-SRC1 luciferase reporter | inhibition, % at 3.6 µM | AID 588354, 2011;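 active = inhibition above the campaign mean plus 3 SD, with each screening campaign given its own cutoff, cut at about 60% in these data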;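 note: 0% = DMSO treated cells and 100% = gossypol at 36 µM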
# ABHD5-PLIN5 inh – ABHD5-PLIN5 interaction inhibitors, primary screen, cell lysate, split luciferase complementation, luminescence. Perilipin-5 (Homo sapiens) + 1-acylglycerol-3-phosphate O-acyltransferase ABHD5 (Homo …. Split G. princeps luciferase complementation, 4 h. inhibition, % at 4 µM. hit rate 0.78% among 360,000;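 active = inhibition above the mean inhibition across every tested compound plus 3 SD, cut at about 22% in these data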;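 note: 0% = DMSO only wells and the 100% control is not disclosed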
# An asterisk follows results filed as active. An excerpt (hit frequency here may not be typical).
SMILES,SRC3 inh,TROY signal inh,TLR9-MyD88 inh,Exocytosis inh,NOD2 RIPK2 PPI,TWEAK-Fn14 inh,NCOA2 inhibitor,NR2F2 inh,LRH-1 inv ag,SRC1 inh,ABHD5-PLIN5 inh
CC(Sc1ccccc1)C(=O)Nc1ccc(N2CCOCC2)cc1 (stereo unspecified),3,-4,-3,0,4,-4,-34,12,-6,-16,6
C=C1CC2(OC1=O)c1ccccc1CCc1ccccc12,20,51*,16,90*,84*,34,46,39*,25,-61,60*
Cc1cc(NC(=O)CSc2nnc(-c3ccncc3)n2C)n(-c2ccccc2)n1,22,9,-12,-7,3,-11,1,14,7,2,-1
O=c1c(Cc2ccccc2O)c(O)nc2n1CCCS2,-4,38,7,24,-5,4,-5,-2,14,-12,-6
Cn1nc(C(=O)NC2CCCCCC2)ccc1=O,22,7,2,1,-1,12,-24,5,-20,3,-6
O=C(NN=C1CCCCCCCCCCC1)c1ccccc1F,-31,-49,-9,4,-6,-3,-26,-11,-116,-55,-2
CCOC(=O)C1=C(N)N2C(=O)C(C)SC2=C(C(=O)OCC)C1c1ccc(O)cc1 (stereo unspecified),22,-20,0,3,-14,-11,-2,5,13,15,3
CCC1CCCCN1CCCNC(=O)C1CCN(c2nnc(-n3cccc3)s2)CC1 (stereo unspecified),-14,-11,-1,7,-2,-11,1,-7,9,0,2
Cc1ccc(C)c(OCc2cc(C(=O)NC(c3ccccn3)C(F)(F)F)no2)c1 (stereo unspecified),1,17,5,0,-3,8,-19,12,22,3,6
COc1ccccc1NC(=O)C(C)OC(=O)C1CCC(C(C)(C)C)CC1 (stereo unspecified),1,20,-3,-7,-3,8,-2,0,-1,-18,-17
CCCC[N+](CC#Cc1ccccc1)(CCCC)CCCS(=O)(=O)[O-],12,3,3,0,9,-8,-23,-19,-6,-45,8
COc1ccc(OCC(=O)NCCc2ccc(S(N)(=O)=O)cc2)cc1,7,-2,-9,-1,1,-7,-15,3,-10,9,-5
CCOC(=O)CSc1nc(C(C)C)nc2ccccc12,-7,-10,1,-2,-1,5,-3,-32,-1,5,-3
ON1C2CCCCC2N(O)C1c1c(F)c(F)c(F)c(F)c1F (stereo unspecified),1,-8,3,3,-2,-10,7,3,2,-5,0
CCOC(=O)c1cc(-c2ccccc2)sc1NC(=O)C(C)Sc1nnnn1C (stereo unspecified),0,-5,10,0,-1,6,-5,7,-11,0,8
COc1ccc(NC(=O)CC(C)NCCCN2CCCC2=O)cc1 (stereo unspecified),-20,5,-5,0,0,11,-26,9,-6,-5,-8
Cc1ccccc1NS(=O)(=O)c1ccc(C(=O)NCC(c2ccco2)N(C)C)cc1 (stereo unspecified),5,7,0,22,-4,3,20,9,-16,-2,8
CC1(C)CC(=O)c2c(nc(SCC(=O)Nc3nsc(-c4ccccc4)n3)c(C#N)c2-c2ccccc2)C1,15,-2,-15,3,-12,43,5,-7,-2,0,8
CCC(C)C1Nc2ccc(C(=O)NCc3ccc4c(c3)OCO4)cc2NC1=O (stereo unspecified),14,22,-2,-8,-1,14,12,6,9,-17,-12
COc1ccc(N2C(=O)C(Cl)=C(Nc3ccccc3OC)C2=O)cc1,3,0,8,1,-14,-14,3,-23,36,0,-5
O=C(c1ccccc1F)N(Cc1ccccc1)C1CCS(=O)(=O)C1 (stereo unspecified),0,-9,-7,-1,3,3,6,12,-5,-13,2
COc1cc(CN(CC(C)C)S(=O)(=O)c2ccccc2Br)cc(OC)c1,9,-22,-2,-3,-18,4,0,4,-1,10,-5
O=C(Nc1ccc(F)cc1Cl)c1ccc2c(=O)n3c(nc2c1)CCC3,-85,-48,0,4,-3,-6,-33,-28,-91,-71,8
O=C(C[C@H]1C/C=C\CC[C@@H](Cc2ccc(F)cc2)C(=O)O[C@H](c2ccccc2)CNC1=O)N[C@H](CO)Cc1ccccc1,3,15,-9,2,-4,10,6,-6,7,7,-4
CCc1ccc(C(C)NC(=S)NCc2ccc(F)cc2)cc1 (stereo unspecified),4,6,-1,44,7,11,9,8,12,-27,-8

# Other entries
SMILES,SRC3 inh,TROY signal inh,TLR9-MyD88 inh,Exocytosis inh,NOD2 RIPK2 PPI,TWEAK-Fn14 inh,NCOA2 inhibitor,NR2F2 inh,LRH-1 inv ag,SRC1 inh,ABHD5-PLIN5 inh
Nc1c(-c2ccccc2)n[nH]c1-c1ccccc1,-68,-28,-4,1,-12,-14,-21,-29,-83,-61,2
CCOc1ccc2nc(C)cc(C(=O)O)c2c1,-12,-18,4,0,-2,18,-10,-5,-2,12,4
O=C(Nc1cc(C(F)(F)F)ccc1N1CCOCC1)c1c(F)c(F)c(F)c(F)c1F,14,-8,8,1,-1,-12,8,-10,13,1,9
COC(=O)c1ccccc1NC(=O)CN(C1CCCCC1)S(C)(=O)=O,-15,4,-2,0,-7,-10,-7,13,-1,-51,0
COc1ccc(C)cc1NC(=O)COC(=O)Cc1ccc(-c2ccccc2)cc1,9,-17,3,-1,2,12,-31,2,11,13,-1
O=C(CNC(=O)N1CC(=O)Nc2ccccc21)NCCc1ccc(Cl)cc1,16,-8,3,-1,-5,-14,-2,14,-3,12,0
COc1ccc(OC)c(S(=O)(=O)N2CCCC(C(=O)NCCc3ccccc3)C2)c1 (stereo unspecified),-10,15,-3,-5,4,-11,16,6,7,-23,0
CCCN1CCN(CCCNC(=O)CCn2nc(-c3ccccc3)ccc2=O)CC1,-9,-3,-8,4,-4,-17,-13,-6,-21,10,0
Cc1noc(C)c1COC(=O)C1COc2ccccc2O1 (stereo unspecified),4,3,-7,-1,6,-10,7,2,10,-2,-7
Cc1ccc(CNS(=O)(=O)c2ccc3c(c2)CCN3C(=O)C2CCC2)cc1,-25,22,-2,-9,12,-15,-9,19,-7,-1,-11
COc1ccc(CCNC(=O)c2cc3c(F)cccc3s2)cc1OC,-10,-5,-1,3,3,5,3,1,1,-10,2
Cc1cc(Cl)c(S(=O)(=O)NCc2cccnc2)cc1OCC(=O)NC1CCCCC1,6,-22,-11,26,-6,-9,11,11,0,-13,-4
Cc1cc(C)c(Cn2c3ccccc3c3cnn(CC(=O)NCc4ccccn4)c(=O)c32)c(C)c1,-16,29,0,11,14,22,-8,17,10,-29,1
CCOc1ccc(N(CC(=O)NCCc2ccc(OC)cc2)S(C)(=O)=O)cc1,-5,1,-3,0,0,-30,15,15,6,-2,-1
C[C@@H]1CN([C@H](C)CO)S(=O)(=O)c2ccc(Br)cc2O[C@H]1CN(C)S(C)(=O)=O,-9,-1,-7,4,-4,-6,4,-24,-9,10,-3
CC(COc1ccccc1)OC(=O)Nc1ccccc1 (stereo unspecified),-23,-51,0,-11,-5,17,-40,-22,-42,-22,1
CC(=O)c1ccccc1N(C(=O)c1ccco1)C(C(=O)NC1CCCC1)c1ccc(C)cc1 (stereo unspecified),-7,9,-1,5,-5,11,17,-5,12,-26,-9
O=C(CCN1CCN(Cc2ccccc2)CC1)NNC(=O)c1ccc(Cl)c(Cl)c1,-10,3,3,17,-9,9,-2,-16,15,13,-6
CCOC(=O)N1CCN(C(=O)c2cc3c(s2)-c2c(C)cccc2OC3)CC1,2,4,15,-10,4,-19,-19,6,-18,-1,1
Cc1cc(-c2ccccc2)nc(N/N=C/c2ccccc2F)n1,-44,-37,-5,-7,-4,-6,-8,-15,-51,-85,7
COc1cccc(OCc2cc(C(=O)NCC3CCCCC3)no2)c1,-17,-14,-3,-4,4,-13,-11,-15,-7,4,-10
O=S(=O)(NCc1ccccn1)c1cc(C(F)(F)F)ccc1Cl,8,7,-7,2,2,7,21,8,5,-4,-8
O[C@@H]1CN(Cc2cccs2)[C@@H](c2ccc(Cl)cc2)C[C@H]1n1cc(-c2ccc(F)cc2)nn1,-9,-7,-6,-2,4,22,9,7,6,-14,-6

# Part of the list above, with values under each structure.
# Values run as follows: SRC3 inh, TROY signal inh, TLR9-MyD88 inh, Exocytosis inh, NOD2 RIPK2 PPI, TWEAK-Fn14 inh, NCOA2 inhibitor, NR2F2 inh, LRH-1 inv ag, SRC1 inh, ABHD5-PLIN5 inh
Cc1cc(C)c(Cn2c3ccccc3c3cnn(CC(=O)NCc4ccccn4)c(=O)c32)c(C)c1
  -16, 29, 0, 11, 14, 22, -8, 17, 10, -29, 1
CCOc1ccc(N(CC(=O)NCCc2ccc(OC)cc2)S(C)(=O)=O)cc1
  -5, 1, -3, 0, 0, -30, 15, 15, 6, -2, -1
C[C@@H]1CN([C@H](C)CO)S(=O)(=O)c2ccc(Br)cc2O[C@H]1CN(C)S(C)(=O)=O
  -9, -1, -7, 4, -4, -6, 4, -24, -9, 10, -3
CC(COc1ccccc1)OC(=O)Nc1ccccc1 (stereo unspecified)
  -23, -51, 0, -11, -5, 17, -40, -22, -42, -22, 1
CC(=O)c1ccccc1N(C(=O)c1ccco1)C(C(=O)NC1CCCC1)c1ccc(C)cc1 (stereo unspecified)
  -7, 9, -1, 5, -5, 11, 17, -5, 12, -26, -9
O=C(CCN1CCN(Cc2ccccc2)CC1)NNC(=O)c1ccc(Cl)c(Cl)c1
  -10, 3, 3, 17, -9, 9, -2, -16, 15, 13, -6
CCOC(=O)N1CCN(C(=O)c2cc3c(s2)-c2c(C)cccc2OC3)CC1
  2, 4, 15, -10, 4, -19, -19, 6, -18, -1, 1
Cc1cc(-c2ccccc2)nc(N/N=C/c2ccccc2F)n1
  -44, -37, -5, -7, -4, -6, -8, -15, -51, -85, 7
COc1cccc(OCc2cc(C(=O)NCC3CCCCC3)no2)c1
  -17, -14, -3, -4, 4, -13, -11, -15, -7, 4, -10
O=S(=O)(NCc1ccccn1)c1cc(C(F)(F)F)ccc1Cl
  8, 7, -7, 2, 2, 7, 21, 8, 5, -4, -8
O[C@@H]1CN(Cc2cccs2)[C@@H](c2ccc(Cl)cc2)C[C@H]1n1cc(-c2ccc(F)cc2)nn1
  -9, -7, -6, -2, 4, 22, 9, 7, 6, -14, -6

# Screening data from PubChem BioAssay.
